Mdm2 MdmX PPI = inhibitors of human Mdm2-MdmX association, primary screen, cell-based, luminescence, split luciferase, SaOS-2, uHTS; Protein Mdm4 (Homo sapiens) + E3 ubiquitin-protein ligase Mdm2 (Homo sapiens), …; SaOS-2 split-luciferase Mdm2/MdmX complementation; inhibition, % at 8 µM; 330,000 tested, 3% active;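 active means inhibition of at least 50% at 8 µM in the primary screen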
APJ antag = antagonists of human apelin receptor APJ, primary screen, CHO-K1 cells, beta-arrestin complementation, luminescence | inhibition, % at 20 µM | P35414 | 330,000 tested, 0.32% active;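 active means inhibition above about 40% at 20 µM, limit read from the data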;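 further: cells challenged with 10 nM apelin-13 agonist together with compound; plate controls were apelin-13 plus DMSO wells for no effect and DMSO wells lacking apelin-13 for full effect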
Target sequence (P35414 whole entry, looked up): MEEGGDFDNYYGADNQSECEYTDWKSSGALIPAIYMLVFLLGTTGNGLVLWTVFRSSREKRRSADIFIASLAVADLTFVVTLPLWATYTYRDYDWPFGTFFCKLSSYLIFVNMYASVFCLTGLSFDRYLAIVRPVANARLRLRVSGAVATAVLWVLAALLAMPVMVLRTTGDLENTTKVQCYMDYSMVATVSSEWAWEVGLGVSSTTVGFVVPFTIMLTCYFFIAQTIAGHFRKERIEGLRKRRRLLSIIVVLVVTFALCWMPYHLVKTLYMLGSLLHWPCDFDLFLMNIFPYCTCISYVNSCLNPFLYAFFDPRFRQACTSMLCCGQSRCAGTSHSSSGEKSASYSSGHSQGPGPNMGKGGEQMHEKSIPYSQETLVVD
697 NFkB inh = inhibitors of PMA/ionomycin-induced NF-kB reporter, 697 cells, primary screen, B-cell NF-kB inhibitor project, cell-based, luminescence, uHTS; 697 B-cell NF-kB luciferase reporter, 16 h; inhibition, % at 4 µM; 330,000 tested, 0.33% active; in the data active means inhibition above about 35%
tim23-1 inh = growth inhibitors of tim23-1 mutant yeast, primary screen, luminescence, uHTS. S. cerevisiae tim23-1 growth, BacTiter-Glo luminescence, 24 h. inhibition, % at 20 µM. 330,000 tested, 1.3% active;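 active means growth inhibition of the mutant yeast at or above 50%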;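 further: temperature-sensitive mutant grown at 25 °C; plate controls were DMSO-treated mutant yeast for no effect and medium wells lacking yeast for full effect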
CHOP UPR activ = activators of apoptotic CHOP UPR arm, primary screen, cell-based, CHO-CHOP luciferase reporter, luminescence, uHTS; 330,000 tested, 0.34% active; UPR activation; percent of tunicamycin response over DMSO baseline; activation, % at 10 µM;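 active means at 10 µM dose, activation of 40% or more, normalized to positive control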;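 further: 100% = tunicamycin at 10 µg/mL and 0% = DMSO alone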
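assay system = CHO CHOP reporter cells | amount = 500 CHO-CHOP cells per well | buffer or medium = F12 with 10% FBS | incubation = 16-18 h cell attachment, then 6 h compound exposure, 37 °C | detection = luminescence read with Steady-Glo | read-out = percent activation relative to tunicamycin control | controls = tunicamycin high control, DMSO low control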
Jurkat NFkB inh = inhibitors of induced NF-kB luciferase reporter, primary screen, TCR NF-kB activation inhibitor project, cell-based, luminescence, uHTS; Jurkat, PMA/ionomycin-induced NF-kB luciferase reporter; inhibition, % at 4 µM; 330,000 tested, 0.53% active; AID 435003, 2010; in the data active means inhibition above about 50%
XBP1 UPR activ = activators of adaptive XBP1 UPR arm, primary screen, cell-based, CHO-XBP1 luciferase reporter, luminescence, uHTS; IRE1-XBP1 UPR activation; percent of tunicamycin response, DMSO as zero; activation, % at 20 µM; 330,000 tested, 0.33% active; AID 463104, 2010;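 active means versus positive control, 20 µM dose yields 30% or more activation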;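 further: 100% = tunicamycin at 10 µg/mL and 0% = DMSO only wells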
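Signal: luciferase luminescence; Assay system: CHO-XBP1 luciferase reporter cells; Amount: one thousand reporter cells per well; Dosing: 20 µM single concentration, DMSO 1%; Benchmarks: high control tunicamycin 10 µg/mL final, low control DMSO vehicle only; Schedule: 6 h compound exposure at 37 °C, 5% CO2; Evaluation: percent activation relative to tunicamycin reference.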
APJ ag = agonists of human apelin receptor APJ, primary screen, CHO-K1 cells, PathHunter beta-arrestin, luminescence | 0% DMSO wells, 100% apelin | activation, % at 20 µM | 330,000 tested, 0.11% active;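 active means activation more than six SD over the plate average, tested at 20 µM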;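 further: 0% = DMSO alone and 100% = apelin-13 at 10 nM; some results filed as inactive read as strong as hits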
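Assay system: CHO-K1 cells stably expressing ProLink-tagged human APJ and arrestin–beta-gal acceptor. Compound dosing: 20 µM single point, 1% DMSO. Times: 16-18 h seeding, 90 min dark compound exposure, 60 min detection. Detection: beta-gal luminescence. Evaluation: APJ–arrestin association signal. Controls: negative DMSO alone, positive Apelin-13 at 10 nM.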
* = called active by the depositor.

item | mol | Mdm2 MdmX PPI | APJ antag | 697 NFkB inh | tim23-1 inh | CHOP UPR activ | Jurkat NFkB inh | XBP1 UPR activ | APJ ag
1 | COc1ccccc1N1CCN(C(=O)C2=CC=CN3CCS(=O)(=O)N=C23)CC1 | -17 | -48 | 15 | -4 | -1.7 | -4 | -2 | -2
2 | CCOc1ccc(-c2noc(CCC(=O)NC)n2)cc1OCC | 26 | 8 | 5 | 1 | 0.4 | 20 | 1 | -1
3 | CCOC(=O)c1cc2c(=O)n3ccccc3nc2n(Cc2ccco2)c1=NC(=O)c1ccccc1OCC | -33 | -3 | -109 | 25 | 0.9 | -17 | -3 | -4
4 | Cc1ccc(OCC(=O)Nc2ccc(O)c(-c3nc4ccccc4o3)c2)cc1 | 92* | -2 | -3 | 5 | 3.3 | -13 | 14 | 1
5 | CN(C)/C=N/NC(=O)c1ccccc1Cl | -4 | 9 | 4 | 5 | 2.2 | 7 | 4 | -2
6 | COCCNC(=O)CS(=O)Cc1nc(-c2ccc(Cl)cc2)oc1C (stereo not drawn) | 10 | 11 | 6 | 15 | -0.2 | -1 | -1 | -2
7 | Cc1cc(C(=O)NNC(=O)/C=C/c2ccc(F)cc2)c(C)o1 | 26 | -2 | 1 | 4 | 0.2 | 8 | 0 | 6
8 | NC(=O)CSc1nc2sc(-c3ccccc3)cc2c(=O)n1N | 10 | -24 | -34 | 5 | 1.3 | -43 | 3 | -4
9 | COCCn1c(SCC(=O)N2CCCc3ccccc32)nc2c(c1=O)SC(C)C2 (stereo not drawn) | -30 | 6 | -2 | 14 | 1.9 | 6 | 3 | 1
10 | Cc1cc(-c2ccccc2)nc2[nH]n(-c3ccccc3)c(=O)c12 | 13 | 8 | 7 | -27 | -0.1 | 6 | -1 | -5
11 | O=C(NC1CCCCCC1)c1c(O)nc2sccn2c1=O | 36 | -60 | 0 | 69* | 1.1 | 6 | 0 | 10
12 | N#CC1(NC(=O)COC(=O)c2ccccc2SCC(=O)N2CCCC2)CCCCC1 | 16 | 2 | 17 | 8 | 2.4 | 10 | -2 | 5
13 | CCCCCCn1c(-c2ccco2)nc2oc3cc(OC)ccc3c(=O)c2c1=O | 9 | 12 | 42* | 50* | -0.2 | 7 | 2 | 0
14 | COC(=O)CNC(=O)C(Cc1c[nH]c2ccccc12)NC(=O)OC(C)(C)C (stereo not drawn) | 29 | -6 | -39 | 13 | -0.3 | -2 | 1 | 6
15 | O=C(O)c1ccccc1/C=N/Nc1nc(N2CCCCC2)nc(N2CCCCC2)n1 | -16 | -2 | 6 | 3 | 0.9 | 0 | 0 | -5
16 | COc1cc(NC(=O)CN(C)S(=O)(=O)c2ccc3c(c2)CCC(=O)N3)cc(OC)c1 | 30 | -2 | 12 | -3 | 1.9 | 12 | -2 | -4
17 | O=C(CSc1nn(-c2ccc(Cl)cc2)c(=S)s1)N1CCN(C(=O)c2ccco2)CC1 | 20 | -8 | -12 | 7 | -0.3 | -9 | 5 | -6
18 | CC(=O)c1c(-c2ccc(Cl)cc2)c2ccccc2[nH]c1=O | 22 | 10 | 2 | -12 | 1.3 | 7 | -1 | -2
19 | CCOc1cccc(CN2CCCC(C(=O)c3cc(Cl)ccc3OC)C2)c1O (stereo not drawn) | -3 | 3 | 11 | 26 | 1.3 | 9 | -5 | -4
20 | CCOC(=O)N1CCC2(CC1)NCCc1c2[nH]c2ccccc12 | -6 | -5 | -10 | -17 | -0.5 | -3 | 2 | -4
21 | CCCCSc1nc2c(=O)[nH][nH]c(=O)c2n1Cc1ccccc1 | 12 | 0 | -3 | 5 | -0.9 | -12 | -1 | -9
22 | COc1ccccc1N1CCN(C(=S)NC(=O)/C=C/c2ccc(F)cc2)CC1 | -10 | 4 | -7 | 34 | 1.1 | -5 | -2 | -5
23 | CC(C)(C)NC(=O)C(OC(=O)c1cccs1)c1ccc(F)cc1 (stereo not drawn) | 7 | -2 | 11 | 24 | 3.4 | 5 | 1 | -3
24 | Cc1cc(C(=O)NCc2cccnc2)cs1 | -10 | -8 | 21 | 3 | -1.0 | 4 | 1 | -2
25 | Cn1c(SCC(=O)NCc2ccco2)nnc1-c1c[nH]c2ccccc12 | 19 | 5 | 13 | 3 | 1.0 | 9 | -4 | -4
26 | Cc1ccccc1OCC(=O)Nc1cc(S(=O)(=O)N2CCOCC2)ccc1N1CCCC1 | 10 | 7 | 3 | 25 | -0.5 | -10 | -3 | -6
27 | CCNC(=O)CC1C(=O)N(c2ccc(OC)cc2)C(=O)N1Cc1ccc(OC)cc1 (stereo not drawn) | -20 | 7 | 6 | -3 | 0.3 | 7 | -1 | -3
28 | CCOC(=O)c1cnc2ccc(OCC)cc2c1NCCN1CCOCC1 | -20 | 18 | -10 | 8 | 1.8 | 7 | 1 | -4
29 | CCc1nnc(NC(=O)C2Cc3ccccc3C(=O)O2)s1 (stereo not drawn) | -15 | -11 | -15 | 9 | 1.5 | -11 | -1 | -3
30 | CO/N=C/c1c(C(=O)OC)nn(-c2ccccc2)c1Cl | -7 | 5 | 0 | 19 | -0.7 | 1 | 2 | -1
31 | CC(C)C(=O)Nc1sc2c(c1-c1nc3ccccc3[nH]1)CCCC2 | -14 | 12 | -22 | 19 | 1.2 | -28 | 0 | -1
32 | Cc1ccc2nc(/C(C#N)=C\c3ccc([N+](=O)[O-])o3)[nH]c2c1 | 97* | -45 | -55 | 29 | -8.4 | 59* | -9 | 95*
33 | O=C(N/N=C\c1ccc[nH]1)C1COc2ccccc2O1 (stereo not drawn) | -8 | 9 | 11 | 13 | 0.0 | 5 | 0 | -2
34 | CCOC(=O)C1=C(C)NC(SCc2cc(=O)[nH][nH]2)=C(C#N)C1c1cccs1 (stereo not drawn) | -15 | 7 | 18 | 8 | 0.8 | 9 | 1 | -2
35 | Cc1onc(-c2c(F)cccc2Cl)c1C(=O)OCC(=O)N1C(C)CCCC1C (stereo not drawn) | 2 | 3 | -3 | 13 | -1.8 | 3 | -2 | -1
36 | Cc1cc(C)cc(OC(C)C(=O)Nc2ccc(S(=O)(=O)Nc3cc(C)nc(C)n3)cc2)c1 (stereo not drawn) | 16 | 16 | -14 | -8 | -1.6 | 12 | -4 | 0
37 | O=C(CN(Cc1ccco1)S(=O)(=O)c1ccccc1)N/N=C/c1cccc(O)c1 | 17 | -18 | -2 | 8 | -2.0 | -9 | -2 | 6
38 | CCc1cc(=O)oc2cc(C)cc(OCC(=O)NCC3CCC(C(=O)O)CC3)c12 (stereo not drawn) | -12 | -4 | -16 | 1 | 0.5 | -9 | -2 | -2
39 | Cc1cc(C)c2c(N)c(C(=O)NC3CCCC3)sc2n1 | 12 | 20 | 9 | 15 | 1.7 | -6 | 2 | -2
40 | c1cncc(CNc2nc(N3CCOCC3)nc(N3CCOCC3)n2)c1 | 23 | -3 | 4 | -16 | 0.1 | -6 | -6 | 3

9 neighbouring entries already listed, for reference:
item | mol | Mdm2 MdmX PPI | APJ antag | 697 NFkB inh | tim23-1 inh | CHOP UPR activ | Jurkat NFkB inh | XBP1 UPR activ | APJ ag
15 | O=C(O)c1ccccc1/C=N/Nc1nc(N2CCCCC2)nc(N2CCCCC2)n1 | -16 | -2 | 6 | 3 | 0.9 | 0 | 0 | -5
16 | COc1cc(NC(=O)CN(C)S(=O)(=O)c2ccc3c(c2)CCC(=O)N3)cc(OC)c1 | 30 | -2 | 12 | -3 | 1.9 | 12 | -2 | -4
17 | O=C(CSc1nn(-c2ccc(Cl)cc2)c(=S)s1)N1CCN(C(=O)c2ccco2)CC1 | 20 | -8 | -12 | 7 | -0.3 | -9 | 5 | -6
18 | CC(=O)c1c(-c2ccc(Cl)cc2)c2ccccc2[nH]c1=O | 22 | 10 | 2 | -12 | 1.3 | 7 | -1 | -2
19 | CCOc1cccc(CN2CCCC(C(=O)c3cc(Cl)ccc3OC)C2)c1O (stereo not drawn) | -3 | 3 | 11 | 26 | 1.3 | 9 | -5 | -4
20 | CCOC(=O)N1CCC2(CC1)NCCc1c2[nH]c2ccccc12 | -6 | -5 | -10 | -17 | -0.5 | -3 | 2 | -4
21 | CCCCSc1nc2c(=O)[nH][nH]c(=O)c2n1Cc1ccccc1 | 12 | 0 | -3 | 5 | -0.9 | -12 | -1 | -9
22 | COc1ccccc1N1CCN(C(=S)NC(=O)/C=C/c2ccc(F)cc2)CC1 | -10 | 4 | -7 | 34 | 1.1 | -5 | -2 | -5
23 | CC(C)(C)NC(=O)C(OC(=O)c1cccs1)c1ccc(F)cc1 (stereo not drawn) | 7 | -2 | 11 | 24 | 3.4 | 5 | 1 | -3

(cont.)
item | mol | Mdm2 MdmX PPI | APJ antag | 697 NFkB inh | tim23-1 inh | CHOP UPR activ | Jurkat NFkB inh | XBP1 UPR activ | APJ ag
41 | N/C(=N\OC(=O)CC1CCCCC1)c1ccccc1 | -16 | -8 | -25 | 56* | -0.9 | -10 | -3 | 1
42 | COc1ccc(C(=O)Nc2cc(OC)c(Cl)cc2OC)cc1 | 17 | -5 | -6 | 27 | 1.6 | -9 | 4 | -3
43 | CCOC(=O)C1=C(C)N=c2s/c(=C\C(=O)OC)c(=O)n2C1c1ccc(OC)cc1 (stereo not drawn) | 12 | 10 | 4 | 52* | -0.8 | -4 | -3 | 0
44 | CCN1CCN(C(c2cccs2)C(C)NS(=O)(=O)c2ccc(Br)cc2)CC1 (stereo not drawn) | 20 | 31 | 16 | -3 | 0.0 | -4 | -2 | -6
45 | CCn1c(SCC(=O)Nc2ccc(F)cc2)nnc1-c1cnccn1 | 5 | -32 | -12 | -2 | 1.9 | 12 | -2 | 2
46 | O=c1cc(O)nc(SCc2ccccc2Cl)[nH]1 | 11 | 0 | 9 | 8 | 1.3 | -2 | -1 | -3
47 | Cc1ccsc1/C=N/NC(=O)Cn1nc(C)c([N+](=O)[O-])c1C | 8 | -12 | -8 | 6 | -1.4 | -14 | 0 | 4
48 | CC/C(C)=C1\SC(N2CCN(C(C)=O)CC2)=NC1=O | 15 | 24 | 14 | 1 | -1.2 | 19 | -3 | 0
49 | CCCCOC(=O)CSC1=C(C#N)C(c2ccccc2OCC)C(C#N)C(=O)N1 (stereo not drawn) | 15 | -4 | -8 | 7 | -1.2 | 7 | -2 | 1
50 | Cn1cccc1C(=O)OCC(=O)NCCc1ccc(S(N)(=O)=O)cc1 | 14 | 8 | -2 | 10 | 1.2 | 17 | -3 | 0
51 | CCOC(=O)c1c(NC(=O)C2CCCO2)sc(C)c1C (stereo not drawn) | 2 | -10 | 17 | 0 | 2.5 | -20 | 1 | -2
52 | O=C(NCc1ccc2c(c1)OCO2)C(=O)NCC(c1ccco1)N1CCN(c2ccccc2)CC1 (stereo not drawn) | -13 | 3 | -48 | -2 | 2.4 | -9 | -4 | -3
53 | CNC[C@H]1Oc2c(NC(=O)C3CCCCC3)cccc2C(=O)N([C@H](C)CO)C[C@@H]1C | 19 | 3 | 5 | -5 | -0.4 | 6 | -1 | -2
54 | CCN(Cc1ccccc1)C(=O)C1CCN(CC2CC=CCC2)CC1 (stereo not drawn) | 11 | 11 | 0 | 3 | 3.1 | 11 | -1 | 3

High-throughput results (PubChem)
